# PglD inh – C. jejuni PglD acetyltransferase inhibitors, primary screen, biochemical, DTNB colorimetric, single point; UDP-N-acetylbacillosamine N-acetyltransferase PglD (Campylobacter jejuni); purified PglD enzyme, DTNB colorimetric CoA detection; inhibition, % at 12.5 µM; 360,000 compounds, 0.098% hits; AID 602405, 2012; in the data active = inhibition above about 16%, passing the limit was not always enough; inconclusive = no clear call, values can overlap the other calls; also: strong numbers were not always called active
# ERp5 block – inhibitors of ERp5-driven insulin aggregation, primary screen, biochemical, turbidity, absorbance 650 nm, single point; AID 651711, 2012; inhibition, % at 9.99 µM; 350,000 compounds, 0.05% hits; 90 min;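 active = mean replicate inhibition above about 25%, with every replicate also reaching it, limit read from the data, passing the limit was not always enough; inconclusive = only one of those two criteria met; inactive = neither criterion met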
# Target sequence (Q15084 whole entry, looked up): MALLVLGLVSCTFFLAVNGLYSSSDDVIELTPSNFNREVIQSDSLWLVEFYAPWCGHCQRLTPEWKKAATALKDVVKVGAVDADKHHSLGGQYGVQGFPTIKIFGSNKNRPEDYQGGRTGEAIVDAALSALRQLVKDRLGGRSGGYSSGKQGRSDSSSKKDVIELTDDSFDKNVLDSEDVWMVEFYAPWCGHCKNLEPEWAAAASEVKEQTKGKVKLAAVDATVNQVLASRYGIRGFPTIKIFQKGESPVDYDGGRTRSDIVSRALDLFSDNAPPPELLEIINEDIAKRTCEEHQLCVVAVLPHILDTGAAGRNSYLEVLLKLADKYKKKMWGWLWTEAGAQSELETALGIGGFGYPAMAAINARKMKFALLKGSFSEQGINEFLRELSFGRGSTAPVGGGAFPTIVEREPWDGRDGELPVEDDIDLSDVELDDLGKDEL
# E-sel inducer – E-selectin induction in HUVECs, primary screen, imaging, HUVEC, immunofluorescence imaging, single point | P16581 | normalized: neutral wells 0, TNF-alpha wells 100 | activation, % at 7.58 µM | 260,000 compounds, 0.37% hits;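 active = mean E-selectin-positive cell signal at least 10% of the positive control, reached in at least 60% of replicates, without over 20% cell loss; inconclusive = no rule given, readout overlaps actives, possibly toxicity-flagged; inactive = the rest, including those meeting only one limit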;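 also: in these data hits start at about 27%; measured in HUVEC primary endothelial cells; signal is the percent of cells scored E-selectin positive by PE staining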
#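 Test system – human umbilical vein endothelial cells (HUVEC), E-selectin induction · Input – 3,000 HUVEC seeded per well · Buffer or medium – EGM-2, gelatin · Compound dosing – single-point compound dose · Detection – immunofluorescence imaging · Measure – percent E-selectin-positive cells · Controls – TNF-alpha high, DMSO low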
# SIRT5 inh – SIRT5 desuccinylase inhibitors, primary screen, biochemical, fluorescence imaging, single point, set 5. Purified SirT5, succinyl-peptide AMC, trypsin-coupled fluorescence. inhibition, % at 15 µM. 330,000 compounds, 1.1% hits; in the data active = inhibition above about 15%; inconclusive = no clear call, values can overlap the other calls
# Target sequence (Q9NXA8 whole entry, looked up): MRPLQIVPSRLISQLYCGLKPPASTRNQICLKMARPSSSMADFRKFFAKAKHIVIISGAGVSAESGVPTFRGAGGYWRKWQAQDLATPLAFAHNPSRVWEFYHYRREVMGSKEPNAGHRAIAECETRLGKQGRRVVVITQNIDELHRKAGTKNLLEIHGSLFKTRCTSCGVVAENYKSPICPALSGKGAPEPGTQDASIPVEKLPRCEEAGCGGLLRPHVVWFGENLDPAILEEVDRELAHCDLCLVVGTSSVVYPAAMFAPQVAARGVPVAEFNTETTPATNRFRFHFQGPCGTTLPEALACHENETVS
# S100A4 inh HTS – inhibitors of S100A4-myosin IIA peptide binding, primary screen, biochemical, fluorescence polarization, TAMRA-MyoIIA peptide; Protein S100-A4 (Homo sapiens), P26447; inhibition, % at 10.7 µM; 360,000 compounds, 0.14% hits;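 active = mean inhibition of at least 70% across replicates, with every replicate also reaching that level; inconclusive = mean inhibition reaches 70% but some replicates fall short; inactive = mean inhibition below 70%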
# Target sequence (P26447 whole entry, looked up): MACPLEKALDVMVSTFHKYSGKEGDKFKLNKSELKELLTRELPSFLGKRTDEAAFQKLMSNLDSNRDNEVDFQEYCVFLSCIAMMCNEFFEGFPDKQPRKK
#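 Material: S100A4 monomer protein / Buffer or medium: 50 mM HEPES pH 7.2, 10 mM CaCl2, 100 mM KCl / Times: 5 min incubation before reading / Benchmarks: neutral control DMSO, positive control TFP / Reagent: labelled myosin peptide probe, 5 nM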
# C2C12 statin – suppressors of statin myotoxicity in C2C12 myotubes, primary screen, cell-based, single point, plate reader. rescue of ATP level, % at 7.49 µM. C2C12 myotubes + simvastatin, ATP luminescence, 48 h; scaled: DMSO 0, geranylgeraniol control 100. 330,000 compounds, 0.78% hits;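 active = mean ATP rescue above about 67%, or every replicate alone reaching that limit, limit read from the data, passing the limit was not always enough; inconclusive = no clear call, values can overlap the other calls; inactive = mean under the limit and some replicate under it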;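 also: myotubes were challenged with 10 µM simvastatin during compound exposure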
# DENV2 CPE rescue – inhibitors of DENV2 cytopathic effect, primary screen, cell-based, plate reader, single concentration; DENV2-infected cells, cytopathic effect rescue; CPE inhibition, % at 9.99 µM; 350,000 compounds, 1.7% hits; in the data active = CPE inhibition above about 20%, passing the limit was not always enough; inconclusive = no clear call, values can overlap the other calls; tested in BHK-21 cells;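 also: 0% = median of neutral control wells and 100% = median of positive control wells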
# Starred values were filed as active, the others as inactive; ? = inconclusive; . = no result given. Not all compounds are listed; the hit share may differ from the screen's.
smiles	ERp5 block	PglD inh	E-sel inducer	DENV2 CPE rescue	S100A4 inh HTS	SIRT5 inh	C2C12 statin
C[C@H](CO)N1C[C@H](C)[C@@H](CN(C)Cc2ccc(-c3ccccc3)cc2)Oc2ccc(NS(C)(=O)=O)cc2CC1=O	-5	5	1.5	20	2	0	29
CCC(=O)Nc1ccc(S(=O)(=O)Nc2c(NC)c3ccccc3oc2=O)cc1	-1	0	0.7	-4	-3	-4	-8
O=C(COC(=O)/C=C/c1cccs1)Nc1ccc(Cl)cc1F	5	.	-0.1	2	-2	-3	.
C=CCc1c(OC)ccc2c1c(S(=O)(=O)c1ccc(C)cc1)cn2COC	7	22*	.	-3	2	2	9
O=C(NCCc1c[nH]c2ccc(Cl)cc12)c1ccc([N+](=O)[O-])cc1	-2	-4	0.7	4	-34	-2	.
CCn1c(SCC(=O)NC2CCCC2)nnc1-c1ccoc1C	2	-5	.	-1	5	-3	-29
CC(C)(C)OC(=O)N1CCCC(C(=O)Nc2ccc(C(=O)N3CCCCC3)cc2)C1 (stereo not given)	-2	2	-0.2	1	0	.	2
O=C(CCCN1C(=O)/C(=C\c2ccccc2)SC1=S)N1CCOCC1	1	-3	-0.3	-6	0	0	12
CCOc1ccc(CCNC(=O)CN2C(=O)CCSc3ccccc32)cc1	3	1	.	3	1	-3	-4
O=C(Nc1ccc(CN2CCS(=O)(=O)CC2)cc1)c1ccc(C(F)(F)F)cc1	3	-4	.	12	-2	-2	.
C[C@@H]1CN([C@H](C)CO)C(=O)Cc2cc(NC(=O)Nc3ccccc3)ccc2O[C@@H]1CN(C)C(=O)Nc1ccccc1	3	3	0.0	-11	8	1	-12
C[C@@H]1CCCCO[C@@H](CN(C)Cc2ccccc2)[C@@H](C)CN([C@H](C)CO)C(=O)c2cc(NC(=O)c3ccncc3)ccc2O1	0	7	-0.6	?	-8	3	.
COc1ccc2c(c1)[nH]c1c(N3CCSCC3)ncnc12	.	2	.	-3	-1	-4	.
COc1cc(C)ccc1S(=O)(=O)NC(=O)C1(C)CCN1C(=O)Cc1ccccc1Cl (stereo not given)	-4	-4	-0.3	-1	0	1	3
COCC(=O)Nc1ccc2c(c1)OC[C@@H](C)N(Cc1ccccc1OC)C[C@H](C)[C@@H](OC)CN(C)C2=O	1	-1	-0.2	-8	-3	7	0
C=CCN1CCCc2c(-c3ccc(OCCO)cc3)noc2-c2cc(OC)c(OC)cc2CC1	-4	-3	.	15	-5	0	.
CCCN(Cc1nnc(-c2cccs2)o1)C(=O)CN1C(=O)NC2(CCCCC2C)C1=O (stereo not given)	-12	-1	.	-7	-3	-3	15
COc1ccc(S(=O)(=O)N(C)C[C@H]2OCCCC[C@H](C)Oc3ccc(NC(=O)Nc4c(C)noc4C)cc3C(=O)N([C@H](C)CO)C[C@@H]2C)cc1	-1	2	-0.2	67*	1	-1	3
Cc1noc(C)c1NC(=O)N(C)C[C@H]1Oc2ccc(NC(=O)Nc3ccccc3)cc2C(=O)N([C@@H](C)CO)C[C@H]1C	-7	2	.	3	-4	-3	10
CC(C)NC(=O)c1ccc(COc2ccc(C(C)(C)C)cc2)o1	3	-1	0.0	-10	-4	-3	-84
COc1ccc(CNc2cccnc2)c(OC)c1OC	3	-11	.	-3	0	2	0
CC(=O)c1ccc(S(=O)(=O)Nc2ccc(-c3ccc4nnc(C)n4n3)cc2)cc1	4	.	-0.1	.	-4	4	1
Cc1c(C)n(CCc2c[nH]c3ccccc23)ccc1=O	3	-5	-3.6	-3	-3	1	-1
CCCc1[nH]nc2c1C(c1cc(OC)ccc1F)C(C#N)=C(N)O2 (stereo not given)	-4	2	.	-1	1	-1	12
O=C(CNS(=O)(=O)c1ccccc1)N1CCc2ccccc2C1	0	0	.	?	-2	-4	4
C[C@H](CO)N1C[C@H](C)[C@H](CN(C)S(=O)(=O)c2cn(C)cn2)Oc2ccc(NC(=O)Cn3cnnn3)cc2C1=O	-4	-2	-0.2	-7	12	2	10
C[C@H](CO)N1C[C@H](C)[C@H](CN(C)S(=O)(=O)c2ccc(C#N)cc2)OCc2ccccc2-c2ccccc2C1=O	5	-2	-0.2	20	4	-4	-21
C[C@H](CO)N1C[C@H](C)[C@@H](CN(C)Cc2ccc(C(=O)Nc3ccccc3N)cc2)Oc2c(NC(=O)Nc3ccccc3)cccc2C1=O	4	-2	4.8	0	-40	0	35
COCCNC(=O)[C@H]1[C@H](CO)[C@H]2Cn3c(ccc(C4=CCCCC4)c3=O)[C@@H]1N2C(=O)C1CCC1	5	2	0.7	-11	-26	-13	0
Cc1nnc(SCC(=O)NC2CC2)n1-c1ccccc1	5	-2	-0.1	-6	0	1	9
Cc1cc(C)nc(N2CCC(C(=O)NCCc3ccc(F)cc3)CC2)n1	1	-31	.	.	-1	-2	-22
Cc1noc(C)c1C(=O)Nc1ccc(C#N)cc1	-1	-9	-0.7	?	-2	-4	5
CC(C)(C)Cc1c(-c2cccc(Cl)c2)nc2ccc(Cl)cn12	0	2	13	-4	-12	-1	7
COc1ccc(NC(=O)c2cc(C)nc3ccccc23)cc1S(=O)(=O)N1CCOCC1	8	6	-0.3	-2	-4	-2	-2
Cc1ccc(OCc2occc2C(=O)O)cc1	2	1	1.2	-2	-1	-3	-3
CCNC(=O)Nc1ccc2c(c1)C(=O)N(C)[C@@H]1CC[C@@H](CC(=O)N[C@H](C)c3ccccc3)O[C@@H]1CO2	-3	-1	0.2	7	.	2	-8
COCc1cc(=O)[nH]c(Nc2nc3ccccc3o2)n1	.	0	.	.	-4	.	19
Nc1ccc(C(=O)N/N=C/c2cn(Cc3ccccc3F)c3ccccc23)cc1	0	1	0.5	-6	2	-2	-14
COc1ccc(NC(=O)CSc2nnc(N)s2)cc1S(=O)(=O)N1CCCCC1	-2	-1	-0.2	-1	-2	4	5
CN1CCN(NC(=O)Nc2ccc(Br)cc2)CC1	9	-1	-0.1	-4	-13	-5	.
CCN(CC)c1ccc(NC(=O)OC)cc1	-5	-2	.	.	-11	-11	.
CC(C)C[C@H](NC(=O)c1[nH]cnc1C(=O)N[C@@H](C)C(=O)OC(C)(C)C)C(=O)OC(C)(C)C	-2	0	1.5	-10	-2	.	-36
CC(Oc1ccc(F)cc1)C(=O)Nc1cccc(S(=O)(=O)N(C)c2ccccc2)c1 (stereo not given)	1	-1	0.3	-6	-3	-2	0
CC1CC(C)CN(S(=O)(=O)c2ccc(NC(=O)CCN3C(=O)C4CC=CCC4C3=O)cc2)C1 (stereo not given)	-4	2	0.0	-3	-2	0	23
NS(=O)(=O)c1ccc(CCNC(=O)c2ccc(NS(=O)(=O)c3ccc4[nH]c(=O)[nH]c4c3)cc2)cc1	1	2	0.3	2	-5	3	7
COc1ccc(Br)c(C(=O)Nc2nc3ccccc3[nH]2)c1	4	-7	0.1	16	1	1	12
CC1(C)OC(=O)C=C[C@]2(C)[C@H]3CC[C@@]4(C)[C@H](C(=O)O)OC(=O)[C@H]5O[C@]54[C@]3(C)C(=O)C[C@@H]12	5	2	0.5	6	-5	.	-2
COc1ccc(S(=O)(=O)N2CCOCC2)cc1NC(=O)CCCOc1ccccc1	2	3	2.9	-1	-3	.	-1
Cc1ccc(S(=O)(=O)Nc2cccc3c2O[C@@H](CN(C)S(=O)(=O)c2ccccc2)[C@H](C)CN([C@H](C)CO)C3=O)cc1	-3	0	0.7	-12	7	-7	-23
Cc1cc(=O)[nH]c(N/N=C/c2ccc(C)o2)n1	1	.	.	.	1	3	.
Cc1nn(-c2ccc(N3CCOCC3)nn2)c(C)c1CCC(=O)N1CCN(C)CC1	3	0	.	8	-3	-2	-16
C[C@H](CO)N1C[C@H](C)[C@H](CN(C)C)OCCCC[C@H](C)Oc2ccc(NS(=O)(=O)c3ccc(F)cc3)cc2C1=O	-4	3	-0.3	-2	33	1	5
CCC(C)CCN1C(N(C)C)=NC[C@@H]1Cc1ccccc1 (stereo not given in full)	2	3	0.2	-4	-3	.	-21
CCOc1ccc(NC(=O)c2ccc(NC(=S)NC3CC3)cc2)cc1	5	3	.	.	3	-3	.
COc1ccccc1OCC(=O)N1CCN(C(=O)COc2ccccc2OC)CC1	3	-8	.	3	-2	-2	5
O=C(CCc1ccc(S(=O)(=O)N2CCOCC2)cc1)OCC(=O)c1ccccc1	2	2	2.3	5	0	-1	5

# Going on with the list:
smiles	ERp5 block	PglD inh	E-sel inducer	DENV2 CPE rescue	S100A4 inh HTS	SIRT5 inh	C2C12 statin
O=C(NNC(=O)c1ncc(Cl)c(Cl)c1Cl)c1ccc(F)cc1	-3	-2	1.0	-1	1	-1	0
CC(C)NC(=O)Nc1ccc2c(c1)C(=O)N([C@H](C)CO)C[C@@H](C)[C@H](CN(C)Cc1ccc(-c3ccccc3)cc1)O2	0	10	2.7	9	4	14	16
CCOC(=O)N1CCN(C(=O)Nc2ccccc2)CC1	2	.	.	?	-1	-2	.
CCOc1ccc(S(=O)(=O)N2CCN(C3CC(=O)N(c4cccc(C(C)=O)c4)C3=O)CC2)cc1 (stereo not given)	3	1	-0.3	0	-7	1	3
CCN(c1ccc(OC)cc1)S(=O)(=O)c1nnc(NC(=O)c2ccco2)s1	4	1	.	5	0	-2	-12
COc1ccc(-c2cc3ccc(OCc4nn[nH]n4)cc3oc2=O)cc1OC	-7	-3	.	.	-1	5	9
COc1ccc(NC(=O)N(C)C[C@H]2Oc3c(NS(=O)(=O)c4ccc(Cl)cc4)cccc3C(=O)N([C@@H](C)CO)C[C@@H]2C)cc1	1	1	-0.1	6	8	2	-11
Cc1ccc(S(=O)(=O)Nc2ccc3c(c2)CC(=O)N([C@H](C)CO)C[C@H](C)[C@@H](CN(C)C)O3)cc1	-3	1	0.4	-3	3	-1	11
CC1(C)CC(=O)C(N=Nc2ccc(OC(F)F)cc2)=C(O)C1	0	.	.	-4	2	5	.
O=Cc1cccc(OC(=O)/C=C/c2ccco2)c1	4	7	.	-3	-4	2	-11
CS(=O)(=O)N(CC(=O)Nc1cccnc1)c1ccc2c(c1)OCCO2	0	2	.	2	6	1	14
CCOc1ccc2nc(NCCNS(=O)(=O)c3ccccc3)c(C#N)cc2c1	3	0	.	.	-4	-3	9
Cc1cc(C)c(C)c(S(=O)(=O)N2CCN(CC(=O)Nc3sccc3C#N)CC2)c1C	-2	1	.	-4	-2	-1	8
CCOc1ccc(C(=O)NCCN2CCOCC2)cc1	1	5	-1.7	2	-1	-2	7
CCn1cc(C(=O)NN)c(=O)c2cc(F)c(N3CCN(C)CC3)cc21	3	-3	0.1	1	1	1	5

# Full records, quoted from the list. Order of screens: ERp5 block | PglD inh | E-sel inducer | DENV2 CPE rescue | S100A4 inh HTS | SIRT5 inh | C2C12 statin
# CCOc1ccc(C(=O)NCCN2CCOCC2)cc1 across the screens: 1 | 5 | -1.7 | 2 | -1 | -2 | 7
# CCOc1ccc2nc(NCCNS(=O)(=O)c3ccccc3)c(C#N)cc2c1 across the screens: 3 | 0 | . | . | -4 | -3 | 9

# Bioassay records from PubChem BioAssay.
